# A549 tox: Nrf2 qHTS screen for inhibitors: counterscreen for cytotoxicity; 390,000 compounds, 0.16% hits; A549 ARE-Fluc cells, CellTiter-Fluor viability, 18-24 h; Potency, µM (doses to about 46 µM), for inactives: at the top dose activity change, negative = cytotoxicity, usual class: inhibitors; AID 504648, 2011; also: potency is read from the fitted curve at half-maximal effect; % is scaled to controls: 0 for no effect and ±100 for the full control effect
#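 Cytotoxicity counterscreen: CellTiter-Fluor fluorescence was measured in A549 ARE_Fluc cells after 18-24 h of compound exposure in a concentration series. The subsequent BugLite luminescent read reports ARE-luciferase activity.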
# EPAC2 ag: qHTS for Agonist of cAMP-regulated guanine nucleotide exchange factor 4 (EPAC2): primary screen; Rap guanine nucleotide exchange factor 4 (Homo sapiens), Q8WZA2; EPAC2 activation, biochemical qHTS; response scale: 100% = 6.5 mM cAMP response; Potency, µM (series often up to 154 µM), inactives show at the top dose activation, actives largely listed as activators; 360,000 compounds, 0.079% hits; also: potency is read from the fitted curve at half-maximal effect; nearly all actives have a fitted effect of over 50% in size
# Target sequence (Q8WZA2 whole entry, looked up): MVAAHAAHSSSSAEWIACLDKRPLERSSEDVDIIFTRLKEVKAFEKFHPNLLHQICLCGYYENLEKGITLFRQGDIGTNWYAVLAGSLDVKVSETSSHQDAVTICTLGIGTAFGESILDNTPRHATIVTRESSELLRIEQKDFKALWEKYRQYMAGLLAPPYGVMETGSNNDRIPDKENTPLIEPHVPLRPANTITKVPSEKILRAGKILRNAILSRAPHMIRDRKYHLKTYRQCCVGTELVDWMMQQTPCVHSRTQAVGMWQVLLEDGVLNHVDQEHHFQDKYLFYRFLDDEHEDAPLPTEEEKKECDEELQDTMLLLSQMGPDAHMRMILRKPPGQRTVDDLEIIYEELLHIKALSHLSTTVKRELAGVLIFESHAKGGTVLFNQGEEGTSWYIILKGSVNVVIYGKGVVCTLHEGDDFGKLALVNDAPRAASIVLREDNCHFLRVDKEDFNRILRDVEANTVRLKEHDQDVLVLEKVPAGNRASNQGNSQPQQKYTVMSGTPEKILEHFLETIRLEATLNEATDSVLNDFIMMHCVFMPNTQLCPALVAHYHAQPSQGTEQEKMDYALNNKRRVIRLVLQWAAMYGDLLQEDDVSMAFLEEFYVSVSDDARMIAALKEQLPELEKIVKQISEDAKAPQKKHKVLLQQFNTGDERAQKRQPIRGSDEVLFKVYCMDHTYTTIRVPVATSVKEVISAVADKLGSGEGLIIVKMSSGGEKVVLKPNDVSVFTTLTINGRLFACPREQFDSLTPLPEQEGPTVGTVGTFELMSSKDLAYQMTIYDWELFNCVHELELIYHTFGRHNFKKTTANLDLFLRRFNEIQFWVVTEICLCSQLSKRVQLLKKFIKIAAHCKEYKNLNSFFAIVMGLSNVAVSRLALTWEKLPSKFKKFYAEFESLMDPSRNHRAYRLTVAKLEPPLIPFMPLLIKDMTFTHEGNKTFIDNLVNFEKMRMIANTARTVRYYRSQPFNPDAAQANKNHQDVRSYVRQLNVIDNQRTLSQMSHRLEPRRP
#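 Compounds were titrated in qHTS against a Rap1B-BODIPY-GDP (250 nM) complex with EPAC2 (100 nM) and GDP (50 uM). BODIPY-GDP release tracked at 480/540 nm over 30 min at room temperature, normalized to 6.5 mM cAMP.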
# EPAC2 antagonist: qHTS for Antagonist of cAMP-regulated guanine nucleotide exchange factor 2 (EPAC2): primary screen. Rap guanine nucleotide exchange factor 4 (Homo sapiens), Q8WZA2. EPAC2 GEF exchange of Rap1B-BODIPY-GDP, fluorescence. Potency, µM (doses to about 114 µM), for inactives: at the highest dose activity, negative = inhibition, actives largely listed as inhibitors. 360,000 compounds, 0.18% hits. AID 720708, 2013; also: potency is read from the fitted curve at half-maximal effect; % is scaled to controls: 0 for no effect and ±100 for the full control effect; nearly all actives have a fitted effect of over 45% in size; many of its hits are not listed in these tables
# pAkt inh: HTS Assay for Inhibitors of Akt Phophorylation: Primary Screen. activity change, % for hits at 50 µM. 360,000 compounds, 0.32% hits. Neuro2A IGF-stimulated pAkt S473 HTRF, 20 min; hits give low values. AID 651550, 2012; in the data active = activity change below about -80%; inconclusive = mostly about -51% to -80%; also: % is scaled to controls: 0 for no effect and ±100 for the full control effect
#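 Single-point screen (50 µM final compound) in Neuro2A cells stimulated 20 min with 6 nM IGF at 37 deg C. After lysis, Ser473-phosphorylated Akt read by HTRF (ex 330 nm, em 615/665 nm) as the 665/615 ratio.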
# Nrf2 ARE act: qHTS of Nrf2 Activators; 410,000 compounds, 0.31% hits; AREc32 ARE-luciferase reporter (MCF7-derived line), luminescence, 24 h; Potency, µM (series often up to 46.1 µM), for inactives: at the top dose activation, usual class: activators; also: potency is read from the fitted curve at half-maximal effect; % of control where 0% means no effect; nearly all actives have a fitted effect of over 65% in size
#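 Cells of the AREc32 ARE-luciferase line are plated in OPTI-MEM containing 5% FBS and left overnight at 37 deg C. Compounds are pinned in, incubation continues 24 hr, and firefly luciferase signal is then measured.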
# TGFb inhibitor: qHTS for Inhibitors of TGF-b | Potency, µM (titrated, usually from 46.1 µM), for inactives: at the top dose activity, negative = inhibition, hits mostly inhibitors | HepG2 CAGA-GFP TGF-b/SMAD3 reporter, GFP fluorescence, 18 h; TGF-beta stimulated, 500 pg/mL final | 410,000 compounds, 1.2% hits; also: potency is read from the fitted curve at half-maximal effect; % is scaled to controls: 0 for no effect and ±100 for the full control effect; nearly all actives have a fitted effect of over 65% in size
#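 Cell-based qHTS in HEPG2 carrying a CAGA-GFP Smad reporter; compounds added before 500 pg/mL final TGF-beta, 18 h incubation at 37 degrees C, GFP fluorescence quantified per cell by imaging cytometry.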
# MmCpn inh: Inhibitors of TCP-1 ring complex (TRiC) of Methanococcus maripaludis (MmCpn): qHTS | 330,000 compounds, 0.031% hits | Potency, µM (doses to about 76.9 µM), without a hit: at the top dose activity, negative = inhibition, hits mostly inhibitors | Chaperonin Mm-Cpn (Methanococcus maripaludis) | AID 504842, 2011 | purified Mm-Cpn ATPase, ADP Transcreener TR-FRET; also: potency is read from the fitted curve at half-maximal effect; % is scaled to controls: 0 for no effect and ±100 for the full control effect; nearly all actives have a fitted effect of over 80% in size
#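 ATPase turnover read by TR-FRET ADP competition (Eu cryptate antibody/ADP-d2, 665/590 nm): 10uM ATP final, 25nM Mm-CPN final, 30 min 37degC after 10-min compound preincubation, pH 7.4 Tris/KCl/MgCl2/DTT buffer.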
# CCT chaperon mod: High-Throughput Screening for Modulators of Cytosolic Chaperonin Activity. purified chaperonin ATPase assay, HTRF ADP detection, 30 min. 360,000 compounds, 0.3% hits. activity change, % (concentration not given with the values), hits read low; in the data active = activity change below about -30%; also: % is scaled to controls: 0 for no effect and ±100 for the full control effect
#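 Enzyme 40 or 20 nM (batch-dependent) in Tris pH 7.4/KCl/MgCl2/DTT; cpd 76 uM single point; ATP 10 uM; 30 min 37 °C; Transcreener ADP HTRF detection, 30 min RT; ratio 665/615.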
# Nrf2 inh: Nrf2 qHTS screen for inhibitors. 360,000 compounds, 2.1% hits. Potency, µM (series often up to 46 µM), inactives show top-dose activity change, negative = inhibition, hits mostly inhibitors. A549 ARE-Fluc reporter, luciferase luminescence, 18-24 h. AID 504444, 2011; also: potency is read from the fitted curve at half-maximal effect; % is scaled to controls: 0 for no effect and ±100 for the full control effect; nearly all actives have a fitted effect of over 60% in size
#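 A549 ARE_Fluc cells (5000/well, 5% FBS OPTI-MEM) pre-incubated 2 h, then treated with compounds 18-24 h at 37C/5% CO2 in concentration-response. CellTiter-Fluor viability read first; BugLite luciferase luminescence after 15 min at room temperature gives Nrf2 activity.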
# * = called active by the depositor; i = inactive; u = inconclusive; x = no result given; [ ] = another dose, or the depositor's remark. Unless noted, calls follow the shape of the dose curve; as a rule, active = well fitted curve in the direction sought with a large enough effect; inconclusive = small, poorly fitted or top-dose-only effect, or another doubt; inactive = no such curve, though single readings can be large; an effect the other way counts as inactive or inconclusive. Some of the compounds tested; count on the stated rates, not on these rows.
No.	SMILES	MmCpn inh	pAkt inh	TGFb inhibitor	Nrf2 ARE act	EPAC2 antagonist	A549 tox	CCT chaperon mod	Nrf2 inh	EPAC2 ag
1	Cc1ccc(-n2nc3c(c2NC(=O)CC(C)C)CS(=O)C3)cc1 (configuration not stated)	-1%	i	-28%	0.2%	13%	-2%	-2.0	10%	-4%
2	CCCC[C@@H]1C[C@H]1[C@@H](NC(=O)c1ccco1)c1ccccc1C(F)(F)F	x	i	u	0.4%	-28%	1%	-0.3	-5%	4%
3	O=C1c2ccccc2C(=O)C1(CO)c1ccccc1	0%	i	-25%	3.9%	-2%	-7%	1.1	u	1%
4	NC(=O)C1CCN(S(=O)(=O)c2cccc(C(=O)O)c2)CC1	3%	i	-14%	-0.3%	6%	-12%	2.1	-2%	-2%
5	Cc1cc(OCC(O)CN2CCCC2)ccc1C(C)C (configuration not stated)	1%	i	4%	-1.1%	11%	-14%	-1.1	-17%	6%
6	CS(=O)(=O)N1CCN=C1SCc1cccc(F)c1	-14%	i	20%	-0.6%	-2%	2%	-0.2	-14%	-6%
7	COc1ccccc1-n1c(C)nc2cc(C(=O)NCC3CCCO3)ccc21 (configuration not stated)	0%	i	u	-0.5%	5%	1%	-2.1	1%	13%
8	CN(C)C(=O)CCc1ccc2c3c([nH]c2c1)[C@]1(CCC2CCCC2)[C@@H](C(=O)N2CCOCC2)C[C@H](CC(=O)NCCc2ccccn2)C(=O)N1CC3	1%	i	u	-1.0%	1%	-4%	1.6	0%	14%
9	COc1cc(C2Nc3c(F)cccc3C3C=CCC32)cc(Br)c1OC (configuration not stated)	-2%	i	-3%	0.1%	2%	1%	0.9	u	13%
10	O=S(=O)(NCCSc1nnnn1-c1ccccc1)c1cccs1	-1%	i	17%	1.4%	0%	0%	-2.0	x	-1%
11	CC(OC(=O)C1CC(=O)N(Cc2ccco2)C1)C(=O)Nc1ccc(F)cc1Cl (configuration not stated)	-12%	i	10%	0.0%	0%	4%	-0.1	1%	1%
12	COc1cccc(OC)c1C(=O)Nc1ccc2nc(C)c(C)nc2c1	0%	i	7%	0.8%	3%	12%	2.4	18%	3%
13	Cc1noc(C)c1C(=O)N1CCCC(C(=O)c2cccc(C(F)(F)F)c2)C1 (configuration not stated)	-4%	i	-13%	-0.8%	3%	-1%	-3.0	-9%	4%
14	O=C(O)C(Cc1ccccc1)N1Cc2ccccc2C1=O (configuration not stated)	-11%	i	-1%	0.1%	6%	-10%	0.4	-13%	-5%
15	COC(=O)C1CC(=O)c2sccc2C1 (configuration not stated)	4%	i	8%	-1.0%	3%	-4%	0.7	4%	5%
16	COc1ccc(NC(=O)CSc2nc3ccccc3cc2Cc2ccccc2)cc1	1%	i	10%	-0.2%	-8%	-2%[1.84 µM]	-3.7	-29%	13%
17	Cc1ccc(S(=O)(=O)N2CCN(C)CC2)cc1[N+](=O)[O-]	2%	x	2%	-0.3%	3%	1%	-1.4	x	-2%
18	CCn1ccnc1CN(C)Cc1cn(-c2ccccc2)nc1-c1ccc(OC)cc1F	-4%	i	-17%	4.5%	-2%	-6%	-0.9	-1%	3%
19	CCC(=O)N1CCc2cc(S(=O)(=O)CCC(=O)N3CCN(c4cc(C)ccc4C)CC3)ccc21	x	x	-7%	0.2%	x	8%	x	3%	x
20	Cc1cc(/C=N/NC(N)=S)c(C)n1-c1ccc(Cl)c(Cl)c1	0%	i	u	17%	0%	-7%	-0.5	u	0%
21	CCC(C)NC(=O)CSc1nnc(-c2ccc(OC)c(OC)c2)c(-c2ccc(OC)c(OC)c2)n1 (configuration not stated)	0%	i	9%	0.0%	3%	-4%	-1.5	-8%	-2%
22	CC1(C)CC(=O)C2=C(C1)NC(Nc1nc3ccccc3o1)=NC2c1ccccn1 (configuration not stated)	-4%	i	-1%	0.0%	-9%	1%	0.5	-26%	8%
23	CCOC(=O)N1CCN(Cc2nc(C3CC3)no2)CC1	0%	i	11%	1.6%	5%	2%	-2.2	-4%	9%
24	CC(=O)c1ccc(NC(=O)CSc2cn(CC(=O)N3CCCCCC3)c3ccccc23)cc1	x	x	-14%	3.5%	x	-8%	x	-28%	x
25	COc1ccc(CN(C)C(=O)c2ccc(NC(=O)CC3SC(N4CCCC4)=NC3=O)cc2)c(OC)c1OC (configuration not stated)	1%	i	-4%	-0.1%	8%	4%	-1.9	-3%	3%
26	COc1cccc(CNC(=O)Cc2csc(Nc3nc(=S)[nH]c4ccccc34)n2)c1	0%	i	-17%	3.5%	-9%	-4%	-1.2	5%	1%
27	CC(C)(C)c1cccc(/C=N/O)c1O	3%	i	-29%	-0.5%	-28%	8%	1.1	19%	0%
28	COc1ccc(CCNC(=O)c2nc(-c3cccs3)no2)cc1OC	1%	i	-18%	3.5%	4%	-17%	1.1	21µM*	-1%
29	CC1CC(C)CN(CC(=O)Nc2ccc3c(c2)OCCO3)C1 (configuration not stated)	-2%	i	-8%	4.4%	0%	2%	0.9	u	7%
30	COc1ccc2c(c1)cc1n2CCN2CCCN=C12	-5%	i	20%	-0.2%	10%	28%	1.6	-2%	7%
31	COc1ccc(-c2noc(COc3ccc4c(c3)OCO4)n2)cc1	-6%	i	1%	0.2%	16%	2%	-2.2	-4%	2%
32	Cc1ccc(-n2c(C)cc(C=C3C(=O)N(C)C(=O)N(C)C3=O)c2C)cc1	x	i	-2%	0.0%	1%	-4%	-2.3	2%	7%
33	O=[N+]([O-])c1cccc(N/N=C/c2ccc(N3CCOCC3)cc2)c1	-2%	i	11%	-1.8%	-5%	0%	-11	u	25%
34	CCc1nnc(NC(=O)CSc2nnc(CNc3cccc(C)c3)n2-c2ccccc2)s1	-4%	i	-12%	-0.5%	-1%	-3%	-2.5	-1%	-12%
35	O=C(CCNC(=O)c1ccc(Cl)cc1)Nc1ccc(Cl)cc1F	3%	i	-6%	0.9%	1%	4%	-1.8	-15%	7%
36	COc1ccc(NC(=O)CSc2nc3nc(-c4cccs4)cc(C(F)(F)F)c3c(=O)[nH]2)c(OC)c1	-1%	i	-16%	0.0%	-18%	-6%	-2.9	-25%	-8%
37	O=C(Nc1cccnc1)c1cc2c(ccc3ccccc32)o1	x	i	16%	3.2%	-6%[57.1 µM]	28%	0.3	u	3%
38	CC(C)c1nc2oc3c(NCC4CCCO4)ncnc3c2c2c1CCC2 (configuration not stated)	0%	i	-29%	4.0%	15%	-12%	0.9	1%	-7%
39	NNC(=O)Cc1cn(-c2ncc(C(F)(F)F)cc2Cl)c2ccccc12	-1%	i	1%	1.4%	2%	9%	1.4	x	-2%
40	C[C@@H]1CN([C@@H](C)CO)C(=O)c2cc(NC(=O)C3CC3)ccc2O[C@@H]1CN(C)Cc1ccc(Cl)c(Cl)c1	0%	i	u	5.7%	-13%	-19%	-41*	u	-6%
41	Cc1ccc(-c2cc(C(=O)Nc3ccc(S(=O)(=O)Nc4onc(C)c4C)cc3)[nH]n2)c(O)c1	3%	i	-6%	-0.6%	-3%	3%	-0.2	4%	6%
42	C#CCOc1ccc(C2C3=C(COC3=O)Nc3cc4c(cc32)OCO4)cc1OC (configuration not stated)	-7%	i	u	2.0%	2%	u	0.3	18%	3%

# 8 compounds out of the list, ordered by length of the SMILES, largest number first.
No.	SMILES	MmCpn inh	pAkt inh	TGFb inhibitor	Nrf2 ARE act	EPAC2 antagonist	A549 tox	CCT chaperon mod	Nrf2 inh	EPAC2 ag
40	C[C@@H]1CN([C@@H](C)CO)C(=O)c2cc(NC(=O)C3CC3)ccc2O[C@@H]1CN(C)Cc1ccc(Cl)c(Cl)c1	0%	i	u	5.7%	-13%	-19%	-41*	u	-6%
36	COc1ccc(NC(=O)CSc2nc3nc(-c4cccs4)cc(C(F)(F)F)c3c(=O)[nH]2)c(OC)c1	-1%	i	-16%	0.0%	-18%	-6%	-2.9	-25%	-8%
41	Cc1ccc(-c2cc(C(=O)Nc3ccc(S(=O)(=O)Nc4onc(C)c4C)cc3)[nH]n2)c(O)c1	3%	i	-6%	-0.6%	-3%	3%	-0.2	4%	6%
34	CCc1nnc(NC(=O)CSc2nnc(CNc3cccc(C)c3)n2-c2ccccc2)s1	-4%	i	-12%	-0.5%	-1%	-3%	-2.5	-1%	-12%
42	C#CCOc1ccc(C2C3=C(COC3=O)Nc3cc4c(cc32)OCO4)cc1OC (configuration not stated)	-7%	i	u	2.0%	2%	u	0.3	18%	3%
39	NNC(=O)Cc1cn(-c2ncc(C(F)(F)F)cc2Cl)c2ccccc12	-1%	i	1%	1.4%	2%	9%	1.4	x	-2%
35	O=C(CCNC(=O)c1ccc(Cl)cc1)Nc1ccc(Cl)cc1F	3%	i	-6%	0.9%	1%	4%	-1.8	-15%	7%
37	O=C(Nc1cccnc1)c1cc2c(ccc3ccccc32)o1	x	i	16%	3.2%	-6%[57.1 µM]	28%	0.3	u	3%
